D1 agonist: Allosteric Agonists of the Human D1 Dopamine Receptor: qHTS. D(1A) dopamine receptor (Homo sapiens), P21728. HEK293 T-REx D1 cells, calcium flux, agonist mode. activation, % at 2 µM. actives 1% (n = 360,000); in the data active = activation above about 30%; also: 0% is about no effect
Target sequence (P21728 whole entry, looked up): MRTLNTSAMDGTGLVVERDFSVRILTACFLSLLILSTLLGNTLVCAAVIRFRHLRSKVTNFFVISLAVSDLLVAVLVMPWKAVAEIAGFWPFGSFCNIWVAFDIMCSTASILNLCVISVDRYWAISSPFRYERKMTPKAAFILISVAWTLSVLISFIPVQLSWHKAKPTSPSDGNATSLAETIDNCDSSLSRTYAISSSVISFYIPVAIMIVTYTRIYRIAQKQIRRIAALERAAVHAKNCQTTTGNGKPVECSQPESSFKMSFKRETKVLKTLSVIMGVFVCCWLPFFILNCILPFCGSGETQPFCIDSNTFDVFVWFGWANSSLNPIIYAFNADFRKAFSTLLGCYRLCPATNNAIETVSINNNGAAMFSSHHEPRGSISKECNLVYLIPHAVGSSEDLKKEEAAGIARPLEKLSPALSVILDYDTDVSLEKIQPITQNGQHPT
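Tetracycline-induced HEK293 TREx D1 cells, force-coupled to calcium signalling, were dye-loaded with a no-wash calcium kit. Compound was pin-added after a 10 s baseline. Fluorescence was read kinetically at 1 cycle/s for 180 s, with calcium rises flagged as agonism.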
D1 potentiator: Potentiators of Human D1 Dopamine Receptor: qHTS. D(1A) dopamine receptor (Homo sapiens), P21728. HEK293 TREx D1 cells, calcium flux, dopamine EC20 potentiation. potentiation, % at 10 µM. actives 0.036% (n = 360,000); in the data active = potentiation above about 30%; also: 0% is about no effect
D1 antag: Antagonist of Human D 1 Dopamine Receptor: qHTS; HEK293 TREx D1 cells, calcium flux, dopamine EC80; stronger effect = lower value; activity change, negative = inhibition, % at 10 µM; D(1A) dopamine receptor (Homo sapiens), P21728; actives 3.2% (n = 360,000); in the data active = activity change below about -30%; also: % is scaled to controls: 0 for no effect and ±100 for the full control effect
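Using tetracycline-induced force-coupled D1 Hek293 cells and a calcium dye, signals were followed for 180 s after compound, then for 180 s after EC80 dopamine, to detect inhibitors.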
RXFP1 ag: qHTS Assay for Agonists of the Relaxin Receptor RXFP1. Relaxin receptor 1 (Homo sapiens), Q9HBX9. HEK293T-RXFP1 cAMP TR-FRET, 30 min; response scale: percent of porcine relaxin response, buffer zero. Potency, µM (top dose mostly 57.5 µM), without a hit: at the highest dose activation, usual class: activators. actives 0.3% (n = 370,000); also: potency is read from the fitted curve at half-maximal effect; % is scaled to controls: 0 for no effect and ±100 for the full control effect; nearly all actives have a fitted effect of over 60% in size; many of its hits are not listed in these tables
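Agonist response is measured as cAMP accumulation in an RXFP1-transfected HEK293T line under PDE4 inhibition. Values are scaled between buffer-only and 29 nM porcine relaxin, and EC50s come from standard Hill equation fits.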
Vif-A3F inh: qHTS for Inhibitors of Vif-A3F Interactions: qHTS. HeLa A3F-eYFP + Vif (tagged APOBEC3F with the HIV-1 protein that degrades it), YFP fluorescence increase. Potency, µM (highest dose often 46.1 µM), for the others: top-dose activity, negative = active. actives 0.2% (n = 390,000). AID 602313, 2012; also: potency is read from the fitted curve at half-maximal effect; % of control where 0% means no effect; nearly all actives have a fitted effect of over 65% in size
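HeLa cells stably expressing A3F-eYFP plus Vif, plated and incubated overnight at 37 deg C, then exposed to compounds overnight at 37 deg C. Blocked degradation read as raised yellow fluorescence (Ex 488/Em 500-530).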
D2 PAM: HTS Assay for Positive Allosteric Modulators of the Human D2 Dopamine Receptor: Primary Screen for Potentiators; AID 485347, 2010; potentiation, % at 10 µM; HEK293 T-REx D2, calcium flux, EC20 dopamine potentiation; actives 0.34% (n = 340,000);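 active = potentiation over 3 SD above the plate norm, cut at about 30% in these data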; also: 0% is about no effect
Target sequence (P14416 whole entry, looked up): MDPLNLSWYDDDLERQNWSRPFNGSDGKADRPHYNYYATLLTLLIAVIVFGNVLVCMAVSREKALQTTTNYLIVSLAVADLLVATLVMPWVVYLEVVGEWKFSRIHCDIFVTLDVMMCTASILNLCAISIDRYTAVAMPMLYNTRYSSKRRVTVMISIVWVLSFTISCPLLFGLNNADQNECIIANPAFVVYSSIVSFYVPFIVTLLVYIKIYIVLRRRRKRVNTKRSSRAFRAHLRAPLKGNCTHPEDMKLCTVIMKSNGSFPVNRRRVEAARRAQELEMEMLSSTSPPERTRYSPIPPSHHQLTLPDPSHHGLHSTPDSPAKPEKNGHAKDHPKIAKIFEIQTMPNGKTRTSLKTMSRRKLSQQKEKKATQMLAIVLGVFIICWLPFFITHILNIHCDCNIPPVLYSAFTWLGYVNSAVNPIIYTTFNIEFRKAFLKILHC
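Cells plated with tetracycline inducer and held overnight at 30 C; calcium dye loaded 30–90 min at room temperature; baseline taken, compound added and read 180 s; EC20 dopamine then added and read 180 s.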
Vif-APOBEC3G blk: qHTS for Inhibitors of Vif-A3G Interactions: qHTS; DNA dC->dU-editing enzyme APOBEC-3G (Homo sapiens), Q9HC16; HeLa A3G-eYFP + Vif (tagged APOBEC3G with the HIV-1 protein that degrades it), YFP fluorescence, overnight; Potency, µM (highest dose often 46.1 µM), without a hit: at the top dose activity, negative = active, actives largely listed as inhibitors; actives 0.076% (n = 410,000);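 also: potency is read from the fitted curve at half-maximal effect; % is scaled to controls: 0 for no effect and ±100 for the full control effect; nearly all actives have a fitted effect of over 60% in size; hits raise eYFP signal because A3G escapes Vif-driven loss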
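Read-out is eYFP fluorescence (Ex 488/Em 500-530) from Vif-expressing HeLa A3G-eYFP cells; more signal means A3G escaped Vif-mediated degradation. Cells plated overnight, compound pinned in, incubated overnight at 37 deg C.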
RXFP1 antag: qHTS Assay for Antagonists of the Relaxin Receptor RXFP1; Relaxin receptor 1 (Homo sapiens), Q9HBX9; HEK293-RXFP1, relaxin-stimulated cAMP HTRF, 30 min; stronger effect = lower value; activity change, negative = inhibition, % at 57.5 µM; actives 0.59% (n = 350,000); AID 1259400, 2018;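 active = activity change of -60% or lower, but not beyond a set lower limit; inconclusive = change between -60% and -40%, or beyond the set limit; inactive = change above -40%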; also: % is scaled to controls: 0 for no effect and ±100 for the full control effect
Glioma ERSR ind: qHTS for Inducers of the Endoplasmic Reticulum Stress Response (ERSR) in Human Glioma: qHTS; U87-MG GRP78 promoter luciferase reporter, 16 h; actives 0.02% (n = 420,000); Potency, µM, without a hit: at the highest dose activation, actives largely listed as activators; AID 602332, 2012; also: potency is read from the fitted curve at half-maximal effect; series mostly up to about 76 µM; % of control where 0% means no effect; nearly all actives have a fitted effect of over 35% in size
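Stably transfected U87-MG human glioma cells carrying a GRP78-based luminescent sensor were seeded at 1000 cells/well, pin-dosed with compounds and incubated 16 h. Luciferase reagent was then added, and end-point luminescence was read after 10 min at room temperature.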
Numbers without * were called inactive; ? = inconclusive; . = not tested or not shown. Unless noted, calls follow the shape of the dose curve; as a rule, active = well fitted curve in the direction sought with a large enough effect; inconclusive = small, poorly fitted or top-dose-only effect, or another doubt; inactive = no such curve, though single readings can be large; an effect the other way counts as inactive or inconclusive.

The opening 2 compounds as a preview:
SMILES	D1 agonist	D1 potentiator	D1 antag	RXFP1 ag	Vif-A3F inh	D2 PAM	Vif-APOBEC3G blk	RXFP1 antag	Glioma ERSR ind
CCCc1noc(-c2cccc([N+](=O)[O-])c2)n1	-0.9	-2.3	-5.9	-3.1%	6.8%	7.2	0.2%	-25.4	-1.8%
CCOc1ccc(NC(=O)CN(c2ccccc2OCC)S(=O)(=O)c2ccccc2)cc1	-0.2	-0.5	-13.4	-1.3%	0.4%	-0.8	-3.6%	-2.9	-2.4%

The list itself, repeating the preview:
SMILES	D1 agonist	D1 potentiator	D1 antag	RXFP1 ag	Vif-A3F inh	D2 PAM	Vif-APOBEC3G blk	RXFP1 antag	Glioma ERSR ind
CCCc1noc(-c2cccc([N+](=O)[O-])c2)n1	-0.9	-2.3	-5.9	-3.1%	6.8%	7.2	0.2%	-25.4	-1.8%
CCOc1ccc(NC(=O)CN(c2ccccc2OCC)S(=O)(=O)c2ccccc2)cc1	-0.2	-0.5	-13.4	-1.3%	0.4%	-0.8	-3.6%	-2.9	-2.4%
COc1cc(/C=C/c2[nH]c(=O)[nH]c(=O)c2[N+](=O)[O-])cc(OC)c1O	2.4	-0.1	4.8	-0.2%	1.8%	0.2	0.2%	-3.2	-4.0%
CCOc1ccccc1-c1nc(CN2CCC(C(=O)N3CCOCC3)CC2)c(C)o1	6.5	-1.4	-5.6	0.0%	1.5%	0.9	1.4%	-0.7	-1.6%
O=C(Nc1ccc(NC(=O)C2CC2)nc1)c1ccccn1	2.1	-2.8	-1.7	-0.1%	-0.3%	-7.4	-8.1%	-2.9	-13.8%
CCc1ccc(CNC(=O)c2cnc3sc(N4CCOCC4)nn3c2=O)cc1	0.1	-7.2	1.4	2.7%	-0.1%	14.7	0.9%	-3.0	-2.1%
CC(C)N(C(=O)Cn1cc(S(=O)(=O)Cc2ccc(C(F)(F)F)cc2)c2ccccc21)C(C)C	3.8	-4.5	-7.0	1.3%	0.7%	-0.2	-1.8%	-36.5	-3.2%
O=C(N/N=C/c1ccc([N+](=O)[O-])o1)c1ccc2c(c1)OCO2	2.2	-4.3	9.3	4.0%	-0.7%	-10.4	-14.7%	-3.9	-14.3%
Cc1ccc(C(c2sc3nc(-c4ccco4)nn3c2O)N2CCCC2)cc1 (configuration not stated)	0.8	0.2	.	0.5%	-3.3%	10.2	-0.1%	0.1	1.2%
O=C1C(Cc2ccc(O)cc2)NC(=S)N1Cc1ccccc1 (configuration not stated)	2.1	-3.1	11.0	-0.1%	-6.9%	4.7	-1.3%	11.7	-4.4%
CCC(C)NC(=O)CCSCCC(=O)NC(C)CC (configuration not stated)	0.2	-1.2	1.8	-0.1%	-6.8%	-7.5	-0.4%	20.3	-1.2%
CCCCC(=O)N/N=C/c1ccc(-c2ccc([N+](=O)[O-])cc2)o1	16.2	-10.6	-13.7	9.8%	-1.6%	16.7	-2.7%	-22.3	19.5%
O=C(COC(=O)C12CC3CC(CC(C3)C1)C2)Nc1ccc2[nH]c(=O)[nH]c2c1	2.7	2.1	13.7	-0.4%	-4.1%	-8.0	1.4%	-17.6	-6.4%
COc1cc2c(cc1OC)C(c1ccc(Br)cc1)N(C(=O)c1ccccc1C(=O)O)CC2 (configuration not stated)	4.1	-6.8	-1.9	3.3%	-1.5%	-4.2	0.3%	-11.3	-2.2%
Cc1ccc(-n2c(C)cc(C=C3C(=O)N(C)C(=O)N(C)C3=O)c2C)cc1	.	.	.	.	-2.1%	.	-0.6%	8.3	-5.1%
Cc1ccc(/C=C/C(=O)OCC(=O)NCc2cccs2)o1	.	.	.	.	-2.7%	.	5.3%	-8.5	-0.8%
Cc1ccccc1NC(=O)c1cccc2c(=O)c3c([nH]c12)CCCC3	17.2	-1.0	-6.3	2.0%	0.8%	5.3	-21.3%	-3.2	0.1%
COc1ccc(S(=O)(=O)Oc2ccc3ccccc3c2)cc1	13.1	-12.2	-39.2*	0.1%	-17.3%	-2.8	?	-3.7	1.4%
COc1ccc(N2C(=O)/C(=C3/C=CC=CN3C)SC2=S)cc1	-0.6	-3.8	-1.8	-1.2%	0.8%	7.8	1.4%	20.0	1.1%
O=C(Nc1ccnc(-c2ccncc2)n1)c1cccs1	3.7	-3.1	-6.5	3.0%	-1.5%	2.4	0.8%	-4.2	-0.6%
CS(=O)(=O)N1CCN(C(=O)c2cccnc2)CC1	5.8	-2.6	2.7	2.4%	-7.4%	6.7	2.5%	7.6	-3.9%
CC1CCCCN1c1cc2c(cc1F)c(=O)c(S(=O)(=O)c1ccccc1)cn2Cc1ccccc1 (configuration not stated)	7.0	-1.1	2.5	-0.2%	0.3%	-15.7	0.9%	-29.4	-3.3%
NC(=O)C1(N2CCCCC2)CCN(C(=S)NCCc2ccccc2)CC1	2.9	-1.4	5.9	-0.3%	-0.7%	7.4	0.6%	2.9	-4.4%
COc1cc(C(=O)NCCN2CCN(C(=O)c3cc(OC)c(OC)c(OC)c3)CC2)cc(OC)c1OC	2.0	-9.4	-4.3	4.6%	3.2%	9.3	1.3%	-6.2	-4.6%
CCn1nc(C(=O)Nc2cc(Cl)ccc2-n2cncn2)c2ccccc2c1=O	0.7	-3.6	-4.1	-0.5%	-25.6%	2.7	0.1%	3.3	-2.0%
COc1cc(CNCCO)ccc1OCCc1ccccc1	6.0	-4.6	11.5	2.4%	-0.5%	-2.3	-0.7%	4.8	2.7%
Cc1ccc(NCC(=O)N/N=C\c2ccc([N+](=O)[O-])o2)cc1	-0.2	0.9	-2.6	-1.0%	-9.2%	2.2	-23.9%	15.3	-0.7%
Cc1ccc(OCCn2ccc(=O)[nH]c2=O)cc1C	5.2	-4.0	-0.3	0.2%	-1.7%	4.9	1.6%	4.5	-2.9%
COc1ccc(C(=O)C(=O)c2ccc(OCCO)cc2)cc1	1.4	-9.6	-2.3	2.9%	-2.9%	-18.3	-2.1%	.	2.3%
Cn1cc(S(=O)(=O)N2CCOCC2)cc1C(=O)O	.	.	.	.	5.4%	.	2.2%	4.2	-5.0%
O=c1c2c(-c3cccs3)csc2ncn1-n1cccc1	1.9	0.9	10.0	-1.8%	-0.5%	6.2	-9.2%	2.7	-7.9%
O=C(Nc1ccc(F)cc1F)Nc1sccc1-c1nc2ccccc2s1	1.3	6.6	3.9	6.3%	-16.8%	2.1	-7.0%	3.5	-2.3%
COCCSc1nc2sc3c(c2c(=O)n1-c1ccccc1)CCN(C)C3	1.4	-0.8	5.6	7.1%	-0.7%	.	-2.3%	.	-1.5%
O=C(CSC1=NCCS1)c1ccc(Cl)cc1	1.4	-5.2	5.2	3.4%	-5.8%	-1.2	-1.1%	-32.2	0.8%
CCc1ccc(-n2c(=O)c3cccnc3n2CC(=O)NCc2ccc(C)cc2)cc1	6.4	-4.8	14.0	0.3%	-8.4%	6.4	-0.7%	-12.3	-1.4%
Cc1ccc(C(C)C)c(OCC(=O)Nn2c(=O)[nH]c3ccccc3c2=O)c1	3.5	-1.9	18.1	-1.2%	5.2%	-7.0	-3.3%	4.5	-3.3%
Cc1cccn2c(/C=N/OCc3ccc(F)cc3)c(-c3ccc(Cl)cc3)nc12	3.8	-3.0	3.4	-1.8%	-1.2%	-1.3	-0.2%	0.7	-3.6%
COc1ccc(N2CCN(C(=O)CSc3ccc([N+](=O)[O-])cc3)CC2)cc1	4.2	1.7	-24.6	2.6%	0.1%	-1.7	0.8%	-11.0	-2.5%
CCn1c(N)c(C(=O)NCc2cccnc2)sc1=S	1.6	-2.5	4.1	-0.2%	-1.7%	12.1	-1.8%	-22.7	2.7%
COc1ccc(CCNC(=S)NC(=O)/C=C/c2ccc(C)cc2)cc1OC	1.7	-3.5	-30.0	-0.8%	-13.2%	2.8	-11.8%	-17.5	-3.9%
OC(CN1CCN(c2ccccc2Cl)CC1)c1ccccc1 (configuration not stated)	2.1	-17.9	0.0	-0.3%	-2.7%	-20.8	-12.8%	-20.1	-1.3%
NC(=O)CSCc1c(Cl)cccc1Cl	3.9	1.1	-16.7	2.5%	-3.0%	-0.2	1.9%	8.0	-0.3%
CN(CCOc1ccccc1)CC(=O)Nc1ccc(Cl)cc1[N+](=O)[O-]	0.1	-1.6	18.7	-0.3%	9.9%	3.5	4.8%	-22.7	-1.9%
S=C(NCCSCc1ccc(Cl)cc1Cl)Nc1ccccc1	16.3	-5.9	-0.5	-0.9%	-2.7%	-11.8	0.8%	-10.5	2.1%
CCOC(=O)c1nn(-c2ccc(C)cc2)cc1O	2.3	-2.9	-3.4	0.6%	2.6%	19.8	3.5%	-0.5	-7.7%
COC(=O)c1c(N2C(=O)[C@H]3[C@@H](C2=O)[C@]2(C(=O)Nc4ccc(C)cc42)N2CCC[C@@H]32)sc(C)c1C	1.0	-0.8	-23.6	1.0%	.	.	.	.	.
CCC(C)NC(=O)C1c2ccccc2C(=O)N(c2ccc(OC)cc2)C1c1ccc(OC)cc1 (configuration not stated)	-1.9	-1.4	.	-3.6%	2.0%	6.5	-0.5%	-6.6	-5.0%
CC(=O)Nc1ccc(Nc2ncnc3c2cnn3-c2cccc(C)c2)cc1	3.7	-3.3	-1.4	1.9%	-7.1%	13.7	-7.9%	-7.3	-0.8%
COc1ccccc1C1C(C(=O)c2sc(C)nc2C)=C(O)C(=O)N1CCN1CCOCC1 (configuration not stated)	0.9	3.2	-6.1	2.0%	1.2%	10.6	0.0%	-12.5	-0.3%
O=S(=O)(NCc1ccc2c(c1)OCO2)c1cnc[nH]1	2.4	3.4	-1.6	-0.1%	2.7%	2.2	2.3%	-10.1	-0.7%

Not all compounds are listed (hit frequency here may not be typical).
